GLP-1R agonist = qHTS of GLP-1 Receptor Agonists. AID 624172, 2012. hit rate 0.007% among 380,000. Glucagon-like peptide 1 receptor (Homo sapiens), P43220. Potency, µM (doses to about 45.6 µM), for the others: at the highest dose activation, actives largely listed as activators. HEK293 GLP-1R CRE-luciferase, luminescence, 4-6 h; cells express a hypersensitive GLP-1R form; further: potency means the concentration at half of the fitted maximal effect; % of control where 0% means no effect
PTHR1 agonist = qHTS for PTHR1 Agonists: Primary Screen | Parathyroid hormone/parathyroid hormone-related peptide receptor (Homo sapiens), Q03431 | Potency, µM (series often up to 115 µM), for inactives: top-dose activation, most hits filed as activators | HEK293 GP2 PTHR1 cells, GloSensor cAMP luminescence, 1 h | hit rate 0.075% among 410,000; further: potency means the concentration at half of the fitted maximal effect; nearly all actives have a fitted effect of over 55% in size; some results filed as inactive show a strong effect at the top dose; inactives centre near -15; many of its hits are not listed in these tables
Target sequence (Q03431 whole entry, looked up): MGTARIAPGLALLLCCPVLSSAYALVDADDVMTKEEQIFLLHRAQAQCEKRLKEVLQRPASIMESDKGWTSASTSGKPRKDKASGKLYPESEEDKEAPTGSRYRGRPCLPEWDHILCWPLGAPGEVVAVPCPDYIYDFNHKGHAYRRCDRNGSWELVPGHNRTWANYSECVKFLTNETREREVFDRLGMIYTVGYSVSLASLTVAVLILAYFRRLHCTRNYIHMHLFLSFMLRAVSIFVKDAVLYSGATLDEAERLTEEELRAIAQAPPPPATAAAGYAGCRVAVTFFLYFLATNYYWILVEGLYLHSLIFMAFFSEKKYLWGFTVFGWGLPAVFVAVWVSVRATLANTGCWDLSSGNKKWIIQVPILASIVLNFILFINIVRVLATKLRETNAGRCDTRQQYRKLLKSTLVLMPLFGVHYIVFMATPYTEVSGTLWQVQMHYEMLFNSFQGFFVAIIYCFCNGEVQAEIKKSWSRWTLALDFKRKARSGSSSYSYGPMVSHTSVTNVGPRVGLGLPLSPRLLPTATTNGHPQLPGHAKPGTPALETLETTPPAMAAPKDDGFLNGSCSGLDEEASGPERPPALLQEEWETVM
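HEK-293-derived GP2 cells expressing PTHR1 and a GloSensor cAMP reporter, 3,000/well, plated overnight, given luciferin plus IBMX (each 0.5 mM as added) for 1 h at 37 °C, then compound for 1 h at 37 °C. Luminescence was read after 15 min at room temperature.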
DRD3 antagonist = qHTS of D3 Dopamine Receptor Antagonist: qHTS. D(3) dopamine receptor (Homo sapiens), P35462. hit rate 2.5% among 360,000. max response, negative = inhibition, %. D3R cells, DiscoveRx beta-arrestin luminescence, antagonist mode; active compounds read low; in the data active means max response below about -50%; inconclusive means no clear call, values can overlap the other calls; further: on the % scale 0 is the no-effect control and ±100 the full control effect; mostly tested at two doses, the higher about 12 µM
Target sequence (P35462 whole entry, looked up): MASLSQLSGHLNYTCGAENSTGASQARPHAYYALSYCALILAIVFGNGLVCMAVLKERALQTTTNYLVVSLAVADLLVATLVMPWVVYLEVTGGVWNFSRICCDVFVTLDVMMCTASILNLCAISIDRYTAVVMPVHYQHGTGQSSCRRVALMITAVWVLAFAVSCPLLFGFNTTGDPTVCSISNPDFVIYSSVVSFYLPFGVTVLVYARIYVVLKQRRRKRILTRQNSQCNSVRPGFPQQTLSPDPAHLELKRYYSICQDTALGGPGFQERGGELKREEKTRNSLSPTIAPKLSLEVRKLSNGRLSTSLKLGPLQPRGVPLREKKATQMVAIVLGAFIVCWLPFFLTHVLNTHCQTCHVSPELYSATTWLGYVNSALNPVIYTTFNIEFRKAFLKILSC
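Cells expressing the human receptor were seeded at 1500 cells/well, incubated overnight at 37 degrees C in 5% CO2, then exposed to library compounds with dopamine controls for 90 minutes at 37 degrees C before luminescent detection.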
aSyn yeast inh = qHTS of alpha-syn Inhibitors | Yeast expressing alpha-synuclein, growth rescue, BacTiter-Glo, 24 h | AID 652106, 2013 | hit rate 0.14% among 370,000 | Potency, µM (doses to about 46.1 µM), for the others: at the top dose growth rescue (activation), hits mostly activators; further: potency means the concentration at half of the fitted maximal effect; % of control where 0% means no effect; nearly all actives have a fitted effect of over 65% in size
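Screening used galactose-induced yeast with toxic alpha-synuclein levels, exposed to compound for 24 hr at 30 deg C. Cell growth, read with BacTiter-Glo luminescence, gave the measured signal.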
HEK293 tox = qHTS of GLP-1 Receptor Inverse Agonists: Cytotox Screen; HEK293 cAMP-luciferase reporter cells, luminescence, 24 h; Potency, µM (series often up to 38.3 µM), without a hit: top-dose activity change, negative = inhibition, most hits filed as inhibitors; hit rate 0.13% among 410,000;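 further: loss of luciferase light is scored as toxicity; potency means the concentration at half of the fitted maximal effect; on the % scale 0 is the no-effect control and ±100 the full control effect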
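Seeding density was 200 cells/uL; after overnight-length (12 h) culture, 23 nL compounds went on for 24 h at 37 °C. Readout used a luciferase detection reagent, luminescence taken after 12 min at room temperature.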
KB-V1 cytotox = qHTS assay for MDR1-selective chemotherapeutics: Primary screen using the drug-selected MDR subline cells KB-V1. KB-V1 MDR cells viability, CellTiter-Glo, 72 h. Potency, µM (highest dose often 46.1 µM), for the others: at the highest dose activity change, negative = cytotoxicity, actives largely listed as cytotoxic. hit rate 3.4% among 400,000. AID 1347076, 2019; further: potency means the concentration at half of the fitted maximal effect; on the % scale 0 is the no-effect control and ±100 the full control effect; nearly all actives have a fitted effect of over 60% in size
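Cells of the MDR subline KB-V1 are plated, dosed with compound at multiple concentrations, and incubated 72 h at 37 degrees C; CellTiter-Glo is then added and luminescence read after 10 min.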
GLP1R inv ag = qHTS of GLP-1 Receptor Inverse Agonists (Inhibition Mode); hit rate 1.6% among 410,000; AID 624417, 2012; HEK293 GLP-1R CRE-luciferase, luminescence, 24 h; GLP-1R form is constitutively active; Potency, µM (highest dose often 38.3 µM), for inactives: at the top dose activity change, negative = inhibition, hits mostly inhibitors; further: potency means the concentration at half of the fitted maximal effect; on the % scale 0 is the no-effect control and ±100 the full control effect; nearly all actives have a fitted effect of over 55% in size
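Luminescence readout: a drop in cAMP-driven luciferase signal flags inverse agonism at a constitutively active GLP-1R stably expressed in HEK293. Compound exposure lasted 24 hr at 37 deg C, 5% CO2.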
TDP-43 yeast inh = qHTS of TDP-43 Inhibitors; AID 652104, 2013; TDP-43 expressing yeast growth rescue, BacTiter-Glo, 24 h; hit rate 1.8% among 410,000; Potency, µM (top dose mostly 46.1 µM), for the others: at the highest dose growth rescue (activation), most hits filed as activators; further: potency means the concentration at half of the fitted maximal effect; % of control where 0% means no effect; nearly all actives have a fitted effect of over 50% in size
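Luminescence from BacTiter-Glo reports growth of TDP-43-expressing yeast after 24 hr at 30 deg C with compound. Cells were raffinose-pregrown to mid-log, then seeded in galactose medium at OD600=0.02.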
DRD3 agonist = qHTS of D3 Dopamine Receptor Agonist: qHTS | D(3) dopamine receptor (Homo sapiens), P35462 | D3R DiscoveRx beta-arrestin cells, luminescence, 90 min | max activation, % | hit rate 0.58% among 410,000 | AID 652048, 2013; in the data active means max activation above about 30%; further: 0% is about no effect; mostly tested at two doses, the higher about 12 µM
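Cells at 1500/well, incubated overnight, then treated with pinned compounds (dopamine as control) for 90 min at 37 degrees C. DiscoveRx reagent added for 30 - 60 minutes at room temperature; luminescence read.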
An asterisk follows results filed as active; i = inactive; ? = inconclusive; . = not tested or not shown; & = joins results of further samples; [ ] = another dose, or the depositor's remark. Unless noted, the call rests on the fitted dose curve; in most records, active means well fitted curve in the direction sought with a large enough effect; inconclusive means small, poorly fitted or top-dose-only effect, or another doubt; inactive means no such curve, though single readings can be large; an effect the other way counts as inactive or inconclusive. The list is partial; the hit share may differ from the screen's.

Start of the listing, in advance (three entries):
entry	Structure	GLP-1R agonist	PTHR1 agonist	DRD3 antagonist	aSyn yeast inh	HEK293 tox
1	O=C(CSc1ccc2nnc(CCNS(=O)(=O)c3ccccc3)n2n1)Nc1ccccc1C(F)(F)F	.	-11%	.	.	11%
2	CCOC(=O)N1CCN(C(=O)COc2cccc3c2CCN(Cc2cccc(C)c2)C3=O)CC1	3%	-27%	16	-1%	-12%
3	CC(C)[C@H](NC(=O)c1ccccc1)C(=O)OCC(=O)c1ccc(S(=O)(=O)N2CCCCC2)cc1	-18%	-21%	5	1%	-6%

entry	KB-V1 cytotox	GLP1R inv ag	TDP-43 yeast inh	DRD3 agonist
1	0%	10%	6%	5
2	18µM*	-5%	0%	7
3	21µM*	6%	22%	-2

This part in full, from the first entry:
entry	Structure	GLP-1R agonist	PTHR1 agonist	DRD3 antagonist	aSyn yeast inh	HEK293 tox
1	O=C(CSc1ccc2nnc(CCNS(=O)(=O)c3ccccc3)n2n1)Nc1ccccc1C(F)(F)F	.	-11%	.	.	11%
2	CCOC(=O)N1CCN(C(=O)COc2cccc3c2CCN(Cc2cccc(C)c2)C3=O)CC1	3%	-27%	16	-1%	-12%
3	CC(C)[C@H](NC(=O)c1ccccc1)C(=O)OCC(=O)c1ccc(S(=O)(=O)N2CCCCC2)cc1	-18%	-21%	5	1%	-6%
4	CCc1sc(C(=O)N2CCc3cc(OC)c(OC)cc3C2CC(=O)O)cc1C (stereo not drawn)	2%	i	-6	1%	3%
5	Cc1ccc(-c2nnn(CC(=O)N(c3ccccc3)C(C(=O)NC(C)(C)C)c3cccs3)n2)o1 (stereo not drawn)	-6%	-11%	2	-5%	13%
6	CN(C)/N=C/c1ccc(/C=N/NC(N)=S)o1	6%	i	14	1%	0%
7	O=S(=O)(NC1CC1)c1ccc(F)c(F)c1	-1%	i	0	1%	29%
8	CC(C)N1CCC(C)(C(=O)Nc2ccccc2Oc2ccccc2)C1 (stereo not drawn)	4%	-17%	-19	-5%	1%

entry	KB-V1 cytotox	GLP1R inv ag	TDP-43 yeast inh	DRD3 agonist
1	0%	10%	6%	5
2	18µM*	-5%	0%	7
3	21µM*	6%	22%	-2
4	4%	2%	-3%	1
5	-15%	-5%	-9%	0
6	-12%	6%	.	9
7	0%	3%	3%	4
8	?	2%	21%	-10

The list goes on.
entry	Structure	GLP-1R agonist	PTHR1 agonist	DRD3 antagonist	aSyn yeast inh	HEK293 tox
9	CCCNC(=O)N1CCCC(C(N)=O)C1 (stereo not drawn)	0%	i	6	-2%	11%
10	O=C(Nc1ccc(Cl)cc1C(=O)N1CCCC1)c1cccc([N+](=O)[O-])c1	13%	-18%	-20	-3%	-10%
11	Cc1nnc(SCC(=O)Nc2ccc(OC(F)F)c(Cl)c2)n(N)c1=O	6%	-33%[inhibitor]	12	8%[1.84 µM]	2%
12	N#Cc1cn(CCOc2ccccc2F)c2ccccc12	8%	i	6	?	-4%
13	COc1ccc(NC(=O)Cn2nnc(C(=O)NCc3ccccc3)c2N)c(OC)c1	1%	-13%	-9	-1%	?
14	Cc1ccc(C)c(S(=O)(=O)N2CCCC2CNC(=O)C(=O)NCc2ccco2)c1 (stereo not drawn)	5%	-7%	-15	1%	16%
15	COc1cc(C)c(Br)cc1S(=O)(=O)NCc1ccncc1	2%	-7%	8	1%	8%[7.66 µM]
16	Cc1scc(C(=O)Nn2cnnc2)c1-c1ccccc1	-13%	i	-55*	-6%	1%

entry	KB-V1 cytotox	GLP1R inv ag	TDP-43 yeast inh	DRD3 agonist
9	-4%	12%	-4%	7
10	0%	13%	-20%[0.397 µM]	-3
11	16%	44%[activator]	2%	-12
12	?	?	?	-2
13	2%	?	3%	-2
14	-8%	-19%	13%	-8
15	-28%	-16%[7.66 µM]	-1%[9.22 µM]	3
16	-3%	5%	0%	-13

Following part:
entry	Structure	GLP-1R agonist	PTHR1 agonist	DRD3 antagonist	aSyn yeast inh	HEK293 tox
17	CN(Cc1ccccc1)C(=O)CN1C(=O)NC2(CCCCCCC2)C1=O	1%	-24%	11	-3%	-4%
18	COc1ccc(-c2cn3ccccc3n2)cc1OC	19%	-17%	17	-19%	1%
19	O=C(CN1C(=O)NC2(CCCCCCC2)C1=O)NCc1ccc2c(c1)OCO2	9%	i	0	2%	-7%
20	CCCC(=O)Nc1cccc(NC(=O)c2ccc(C)c([N+](=O)[O-])c2)c1	9%	-1%	-12	3%	-11%
21	Cc1cc(NC(=O)CSc2nnc(Nc3ccccc3)s2)no1	5%	26%	-7	-17%	2%
22	COc1ccc(OC)c(NC(=O)CCCc2ccccc2)c1	2%	-5%	12	4%	-4%
23	COc1cccc(-c2cc(C(F)(F)F)n3ncc(C(=O)N4CCc5ccccc5C4)c3n2)c1	6%	i	-5	-6%	0%
24	Cc1ccc(NC(=O)Nc2ccon2)cc1	-3%	i	-5	-10%	-4%

entry	KB-V1 cytotox	GLP1R inv ag	TDP-43 yeast inh	DRD3 agonist
17	4%	?	16%	7
18	-6%	88%[activator]	-37%[inhibitor]	-7
19	17%	-21%	10%	2
20	-1%	3%	-15%	-3
21	-6%	0%	-8%	-6
22	-4%	-29%	20%	0
23	-6%	?	-3%	-5
24	5%	5%	0%	-5

(further entries)
entry	Structure	GLP-1R agonist	PTHR1 agonist	DRD3 antagonist	aSyn yeast inh	HEK293 tox
25	COc1cc(N)c(Cl)cc1C(=O)OCC(=O)N1CCCC1	-1%	-11%	-9	-10%	8%
26	CCOc1ccc(CC(=O)NNC(=S)NC)cc1	9%	-3%	-7	-1%	0%
27	Clc1ccc(CN=C(Nc2ccccc2)NC2CCCCC2)cc1	-2%	i	-19	-1%	-2%[7.66 µM]
28	COc1ccc(N2CCN(C(=O)CNC(=O)c3ccc(Br)o3)CC2)cc1	1%	-12%	4	7%	-2%
29	CSc1nccc(-c2nn(-c3ccc(C)cc3)ccc2=O)n1	-3%	i	17	-8%	-29%
30	CSc1ccc(C(=O)N2CCC(n3nccc3NC(=O)C3CC3)CC2)cc1	10%	13%	1	-3%	0%
31	COC(=O)c1cccc(N(CC(=O)NC2CCCC2)C(=O)CCC(=O)Nc2cc(C)on2)c1	4%	-25%	5	-6%	-4%
32	COc1ccc(-c2cc(C(=O)Nc3c(C(=O)c4ccc(Cl)cc4)oc4ccccc34)no2)cc1	.	-13%	.	.	19%

entry	KB-V1 cytotox	GLP1R inv ag	TDP-43 yeast inh	DRD3 agonist
25	-4%	13%	-24%	-6
26	0%	12%	-19%	4
27	?	?	4%[9.22 µM]	-14
28	?	3%	10%	4
29	2.9µM*	?	8%	3
30	-3%	14%	-4%	14
31	-3%	2%	-14%	4
32	0%	17%	18%	-2

Other compounds:
entry	Structure	GLP-1R agonist	PTHR1 agonist	DRD3 antagonist	aSyn yeast inh	HEK293 tox
33	CCOC(=O)c1c(-c2ccc(OC)c(OC)c2)csc1NC(=O)C1CCCO1 (stereo not drawn)	11%	-29%	10	16%	4%
34	Cc1c(-c2nnc(-c3ccc(C(F)(F)F)cc3)o2)cnn1-c1ccccc1	-8%	-33%[inhibitor][57.5 µM]	-13	0%	8%
35	Cc1ccc(-n2c(CCC(=O)O)ccc2-c2cccs2)cc1C	-1%	?	?	5%	7%&2%
36	Cc1cc(C)cc(-n2ncc3c2CCCC3NC(=O)c2ccccc2N2CCOCC2)c1 (stereo not drawn)	14%	-6%	-8	6%	-20%
37	Cc1noc(C)c1CCC(=O)N1CCCC(CCC(=O)NCc2ccccc2F)C1 (stereo not drawn)	-11%	?	-22	-6%	10%
38	O=c1c(/C=N/O)coc2ccc(Cl)cc12	8%	i	4	-73%[inhibitor]	4%
39	CCCCN(CC)CCNC(=O)CN1C(=O)COc2ccc(S(=O)(=O)N3CCCC3)cc21	1%&0%	-8%&-17%	12	-1%	-13%&-6%
40	O=[N+]([O-])c1cncc([N+](=O)[O-])c1Nc1ccccc1Cl	9%	i	-29	-3%	?

entry	KB-V1 cytotox	GLP1R inv ag	TDP-43 yeast inh	DRD3 agonist
33	?	-8%	21%	4
34	-5%	26%	-3%	-5
35	13%&-3%	-2%&-10%	12%&-15%	-7&-14
36	?	?	?	-8
37	-24%	5%	-1%	-10
38	-10%	6%	-30%[1.82 µM]	2
39	22%&26%	0%&-4%	7%&2%	1&-7
40	9%	10%	1%[0.397 µM]	-6

Following part:
entry	Structure	GLP-1R agonist	PTHR1 agonist	DRD3 antagonist	aSyn yeast inh	HEK293 tox
41	NC(=O)C1=C[C@H](c2ccc(C(F)(F)F)cc2)C[C@H](OCCCCO)O1	4%	-2%	0	5%	2%
42	CN1CCc2c(n(CC(O)CN(CCO)CCO)c3ccccc23)C1=O (stereo not drawn)	3%	-4%	-11	-4%	4%
43	COc1ccc(-c2nc(NCCN(C)C)nc3ccsc23)c(C)c1	-2%	14%	-4	2%	2%
44	CCN(CC)c1ccc(NS(=O)(=O)c2cc(-c3onc(C)c3C)ccc2OC)c(C)c1	.	-15%	.	.	-1%
45	CC1ON=C(c2ccccn2)N(Cc2ccc3c(c2)OCO3)C1=O (stereo not drawn)	-3%	-23%	9	9%	7%
46	CC(C)(C)c1ccc(COC(=O)Nc2ccc(F)cc2)cc1	-2%	i	4	-3%	-14%
47	CC(C)C(=O)Nc1cccc(C(=O)Nc2nncs2)c1	6%	-10%[57.5 µM]	0	2%	3%

entry	KB-V1 cytotox	GLP1R inv ag	TDP-43 yeast inh	DRD3 agonist
41	19%	-8%	-17%	-17
42	5%	3%	-15%	-9
43	-13%	9%	-4%	-4
44	.	-18%	-3%	5
45	-3%	19%	0%	0
46	3%	-17%	-2%	1
47	10%	28%	13%	0

Bioassay records (PubChem BioAssay)
